# Source: PubChem (several laboratories)
# GASC-1 inh – inhibitors of GASC-1 histone demethylase, primary screen, biochemical, fluorescence, DELFIA europium; Lysine-specific demethylase 4C (Homo sapiens), Q9H3R0; inhibition, % at 2.35 µM; GST-JMJD2C(1-420) H3K9me3 demethylation; AID 2099, 2009; 330,000 compounds, 0.069% hits;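 active = more than half of a compound's replicate wells show inhibition beyond 50%, single wells judged on their own value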;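 also: signal counts dimethyl H3K9 product captured on neutravidin plate; 0% = median of DMSO wells and 100% = 0.3 times that DMSO median; strong numbers were not always called active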
# procasp3 activ – activators of human procaspase-3 D3A mutant, primary screen, biochemical, absorbance, PC-3 D3A mutant, single concentration. Caspase-3 (Homo sapiens), P42574. recombinant procaspase-3 D3A, Ac-DEVD-pNA absorbance 405 nm. activation, % at 8.5 µM. 330,000 compounds, 0.11% hits. AID 463141, 2010;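 active = activation above the mean of all tested compounds plus 3 SD, cut at about 21% in these data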;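 also: 0% = DMSO alone and 100% = DMSO wells spiked with extra 5 µM PC-3 D3A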
#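 material = Procaspase-3 D3A mutant | probe or stimulus = Ac-DEVD-pNA | compound = single dose, 8.5 µM nominal compound, 0.8% DMSO | timing = 1 h preincubation, 2 h reaction | measured by = 405 nm absorbance of p-nitroaniline, reads at 0 and 120 min | benchmarks = DMSO-only low control, 5 µM PC-3 D3A high control | repeats = singlicate, each compound tested once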
# HCV core dimer – inhibitors of HCV core protein dimerization, primary screen, biochemical, TR-FRET, high-throughput; TR-FRET GST/Flag-core106 dimerization, 1536-well; inhibition, % at 5 µM; 300,000 compounds, 0.33% hits;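 active = inhibition above the mean of all tested compounds plus 3 SD, set per screening campaign, cut at about 45% in these data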
#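 Material: Tagged HCV core106 pair (GST and Flag) | Amount: GST-core106 13.5 nM, Flag-core106 17 nM | Medium: KF-containing HEPES buffer, pH 7.45, DTT, CHAPS, BSA | Reagent: Eu donor and XL665 acceptor anti-tag antibodies | Schedule: 4 h at 22.5 °C | Technique: Time-resolved FRET, ex 340 nm, em 617 and 671 nm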
# VLA-4 inh – inhibition in human VLA-4 binding assay, primary screen, VLA-4 allosteric modulator project, MLPCN library, flow cytometry, VLA-4 expressing cells | AID 2557, 2010 | Integrin alpha-4 (Homo sapiens), P13612 | ligand binding flow cytometry | 330,000 compounds, 0.2% hits | inhibition, % (about 7 µM as worked out from the volumes in the protocol); in the data active = inhibition above about 50%
# procasp7 counter – procaspase-7 activators, primary screen, counter-screen for procaspase-3 activator project, biochemical, absorbance, HTS, human; 330,000 compounds, 0.093% hits; Caspase-7 (Homo sapiens), P55210; recombinant procaspase-7, Ac-DEVD-pNA absorbance 405 nm; D23A/D198A/D206A triple mutant, cannot self-cleave; scale: DMSO 0, 5 µM enzyme 100; activation, % at 8.5 µM;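 active = percent activation above the screen-wide mean plus 3 SD, cut at about 25% in these data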
# Target sequence (P55210 whole entry D23A/D198A/D206A): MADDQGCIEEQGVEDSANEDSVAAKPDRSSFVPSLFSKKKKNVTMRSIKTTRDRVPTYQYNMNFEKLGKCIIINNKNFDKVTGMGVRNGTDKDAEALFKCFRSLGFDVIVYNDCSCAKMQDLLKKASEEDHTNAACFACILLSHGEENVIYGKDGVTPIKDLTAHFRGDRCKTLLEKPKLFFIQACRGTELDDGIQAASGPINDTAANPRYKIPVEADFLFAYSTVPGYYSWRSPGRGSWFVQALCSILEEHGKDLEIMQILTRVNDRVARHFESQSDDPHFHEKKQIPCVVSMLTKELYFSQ
#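 Assay system – Uncleavable procaspase-7 mutant enzyme · Quantity – 2 µM procaspase-7 mutant as dispensed · Times – 1 h preincubation, 2 h reaction · Dosing – single nominal 8.5 µM compound dose, 0.8% DMSO final · Buffer or medium – Zinc-free 50 mM HEPES buffer, pH 7.4, with NaCl and Triton X-100 · Detection – Epi-absorbance of released pNA at 405 nm, two timepoints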
# PP1 inh – PP1-alpha phosphatase inhibitors, primary screen, counter-screen for PP5 inhibitor project, biochemical, fluorescence, OMFP substrate, single point | Serine/threonine-protein phosphatase PP1-alpha catalytic subunit (Homo sapiens), P62136 | 320,000 compounds, 0.9% hits | inhibition, % at 6.7 µM | purified PP1alpha;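 active = inhibition above the mean inhibition of all tested compounds plus 3 SD, computed separately for each screening campaign, cut at about 15% in these data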
# PP5 primary – PP5 phosphatase inhibitors, primary screen, biochemical, fluorescence | Serine/threonine-protein phosphatase 5 (Homo sapiens), P53041 | purified PP5c, OMFP substrate fluorescence | inhibition, % at 6.7 µM | 320,000 compounds, 0.18% hits;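 active = inhibition above the campaign's mean inhibition across all tested compounds plus 3 SD, cut at about 9.5% in these data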;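 also: 0% = DMSO only and 100% = 100 µM cantharidin control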
# Fh CTSL1 inh – Fasciola hepatica cathepsin L1 inhibitors, primary screen, counter-screen for PFM18AAP inhibitor project, biochemical, QFRET, fluorogenic peptide substrate; recombinant F. hepatica cathepsin L1, Z-Leu-Arg-MCA fluorescence; inhibition, % at 5.96 µM; 300,000 compounds, 0.49% hits;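 active = inhibition above the mean of all tested compounds plus 3 SD, set per screening campaign, cut at about 17% in these data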;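 also: 0% = plate median of test compound wells and 100% = 1 µM Z-Phe-Ala-diazomethylketone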
# GRK2 inh – compounds blocking aptamer binding on GRK2 – biochemical, human GRK2, bead flow cytometry, HTS, primary screen; FAM-aptamer displacement from GRK2; AID 488847, 2010; inhibition of aptamer binding, % at 10 µM; 330,000 compounds, 0.59% hits;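 active = inhibition of aptamer binding above 40%, roughly 3 SD of noise, on plates passing a quality check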;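 also: median bead fluorescence of bound FAM aptamer so fluorescent compounds give negative values; no value below 0 was filed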
# Target sequence (P25098 whole entry, looked up): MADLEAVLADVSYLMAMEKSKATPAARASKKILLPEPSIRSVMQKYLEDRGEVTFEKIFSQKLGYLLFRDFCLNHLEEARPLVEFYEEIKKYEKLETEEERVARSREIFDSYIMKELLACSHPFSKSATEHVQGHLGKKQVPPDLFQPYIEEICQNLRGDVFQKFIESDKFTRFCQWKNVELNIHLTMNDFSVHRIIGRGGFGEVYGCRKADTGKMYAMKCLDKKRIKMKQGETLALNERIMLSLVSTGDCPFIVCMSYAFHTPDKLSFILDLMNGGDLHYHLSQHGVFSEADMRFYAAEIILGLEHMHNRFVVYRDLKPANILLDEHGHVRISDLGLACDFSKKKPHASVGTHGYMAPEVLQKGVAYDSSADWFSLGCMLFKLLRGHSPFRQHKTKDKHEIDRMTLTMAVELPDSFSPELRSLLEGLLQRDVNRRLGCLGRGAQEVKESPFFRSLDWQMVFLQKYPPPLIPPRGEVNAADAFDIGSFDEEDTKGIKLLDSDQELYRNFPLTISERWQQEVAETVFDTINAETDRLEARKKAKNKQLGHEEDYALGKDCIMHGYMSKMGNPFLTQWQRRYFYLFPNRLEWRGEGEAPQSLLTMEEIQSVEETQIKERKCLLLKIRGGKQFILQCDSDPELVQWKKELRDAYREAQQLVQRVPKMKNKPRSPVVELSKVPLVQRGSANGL
# The depositor's hits bear a star; . = not tested or not shown; & = joins results of further samples.
SMILES,GASC-1 inh,procasp3 activ,HCV core dimer,VLA-4 inh,procasp7 counter,PP1 inh,PP5 primary,Fh CTSL1 inh,GRK2 inh
Cc1c(Cl)cccc1NC(=O)CCCn1nc([N+](=O)[O-])cc1C,3.5,-6.9,1.8,0.4,-8.3,-0.7,0.1,2.9,0.0
CCOC(=O)C1=C(C)N(C)C(C)=C(C(=O)OCC)C1c1ccc(C(=O)OC)cc1,-0.3,-2.9,5.5,-2.2,10.5,0.8,-0.2,5.8,0.0
COc1ccc(C(c2nnnn2C2CCCC2)N2CCN(c3ccccc3)CC2)cc1 (stereo not drawn),7.8,-8.4,6.1,-7.5,2.0,1.0,0.9,0.8,0.0
Cc1nc(SCc2nc3ccc(Br)cc3[nH]2)c2oc3ccccc3c2n1,.,4.2,.,-5.0,2.5,.,.,.,9.0
COc1ccccc1CNC(=O)c1ccc(N2CCOCC2)c([N+](=O)[O-])c1,-1.6,0.0,-3.6,-3.4,0.6,-2.9,2.4,4.5,0.0
O=c1c2c3nc4ccccc4nc3n(CC3CCCO3)c2ncn1CCc1ccccc1 (stereo not drawn),7.2,-2.6,8.9,-3.6,3.0,-0.6,-1.1,6.5,2.0
COc1ccc(C(=O)NNC(=O)CCC(=O)Nc2ccc(C)cc2C)cc1,17.9,5.0,0.2,14.6,2.1,1.5,0.5,-2.4,3.0
COc1nc(Nc2cccc(C(F)(F)F)c2)nc(OC)n1,9.9,0.9,1.6,14.0,4.6,0.5,3.6,-0.9,12.0
COc1ccccc1Oc1nc2c(c(=O)n(Cc3ccccc3F)c(=O)n2C)n1C,4.8,7.0,-1.0,2.1,-6.5,-3.9,0.9,1.7,2.0
O=C(CSc1nc(-c2ccco2)cc(C(F)(F)F)n1)NCCCN1CCOCC1,18.6,-12.5,0.4,-1.5,-14.0,4.6,1.3,-1.1,0.0
COc1ccc(/C=C/C(=O)OCC(=O)NCc2ccco2)c(OC)c1,17.5,-2.2,-1.8,10.7,7.3,-6.6,3.5,0.0,2.0
CN(C)C(=O)Cn1c(SCC(=O)Nc2ccc3c(c2)OCO3)nc2ccccc21,7.9,5.3,3.2,-6.3,-6.1,-0.1,3.6,-0.4,0.0
CCC(C)NC(=O)C(Cc1ccccc1)NS(=O)(=O)c1ccc2c(c1)CCC(=O)N2 (stereo not drawn),4.8,11.5,-8.9,1.4,6.8,1.5,1.1,-1.0,5.0
CC(C)c1ccccc1-n1cc[nH]c1=S,2.3,-7.3,-2.9,-1.9,-3.9,-5.4,-0.7,-2.0,0.0
CCc1c(C#N)c(N)nc(SCC(=O)OCc2ccccc2)c1C#N,14.3,-5.0,-1.2,-7.9,-2.5,3.3,3.1,3.5,1.0
COC(=O)c1ccc(NS(=O)(=O)c2cc(-c3cc(C)no3)ccc2OC)cc1,5.5,-1.2,1.1,2.6,6.0,-1.9,1.0,0.9,5.0
O=C(NCCN1CCOCC1)c1ccc(NS(=O)(=O)c2ccccc2)cc1,-12.1,5.0,7.8,1.4,18.1,1.9,0.1,1.6,6.0
O=C(Nc1ccc(NC(=O)C2CC2)nc1)c1ccncc1,0.2,-9.8,-2.6,15.1,-0.4,-2.7,2.6,-0.9,0.0
Cc1nccn1CCC(=O)Nc1ccc(Cl)cc1,-6.1,-9.7,-0.5,-7.9,-8.5,-2.1,-0.5,-0.6,3.0
CCOc1ccc(S(=O)(=O)N2CCC(C(=O)NCc3ccccn3)CC2)cc1C,-4.0,-0.6,-8.2,9.9,-4.1,-1.1,2.2,2.0,0.0
COc1cc2ccccc2cc1C(=O)N(CCN(C)C)c1nc2ccc(Br)cc2s1,-12.7,3.6,-4.8,5.9,6.0,8.2,2.1,0.0,0.0
O=C(NC12CC3CC(CC(C3)C1)C2)c1ccc(COc2ccc(Cl)cc2[N+](=O)[O-])o1,7.9,3.0,16.3,-5.8,3.2,4.3,3.1,2.1,0.0
COc1ccccc1CN1CCN(S(=O)(=O)c2ccc(C)cc2)CC1,2.7,0.5,-0.5,-0.5,-3.5,1.7,0.9,-1.1,0.0
Cc1cc(=O)oc2cc(OC(C)C(=O)O)c(Cl)cc12 (stereo not drawn),5.0,-2.9,-3.6,-5.5,4.9,-8.2,1.3,-3.4,0.0
Nc1nonc1C(=O)NCCNC(=O)c1ccc(Cl)cc1,10.2,-4.4,2.7,25.9,7.6,0.8,-0.3,-3.5,1.0
Nc1nncn1C(=O)c1cc(Br)ccc1Cl,-0.1,3.6,1.8,6.0,0.3,1.6,0.2,-1.2,1.0
Cc1ccc(C(=O)NCC(=O)Nc2ccc(C)c(S(=O)(=O)Nc3ccc(Cl)cc3)c2)s1,-1.3,-2.9,6.6,6.3,1.5,-1.4,-0.3,-0.9,0.0
CCOc1ccc(N2CC(C(=O)N3CCc4ccccc4C3)CC2=O)cc1 (stereo not drawn),3.6,-4.5,-1.7,5.2,10.4,-4.6,-2.7,0.1,0.0
OCCSc1nnc(Nc2ccccc2)s1,6.9,-1.9,-2.6,5.2,11.2,-2.0,-1.0,2.2,0.0
COc1ccc(OC)c2[nH]c(=O)c(CCNS(=O)(=O)c3ccc(Cl)cc3)cc12,7.5,4.2,8.7,10.7,-4.3,-2.3,1.6,1.8,0.0
Cc1ccc(S(=O)(=O)N2CC(=O)Nc3ccccc32)c(C)c1NS(C)(=O)=O,3.5,-11.0,-1.6,4.9,0.7,-4.0,-1.7,-4.1,4.0
C=CC(C)Sc1nc2c(c(=O)n(C)c(=O)n2C)n1Cc1ccccc1Cl (stereo not drawn),-17.3,-8.5,18.6,-21.3,-2.3,-5.2,-4.5,4.3,0.0
CS(=O)(=O)NC1CCN(Cc2ccccc2)CC1,13.4,2.0,-0.6,0.6,-3.4,-6.4,1.8,2.3,0.0
CNC(=O)CSc1nnc(-c2cccnc2)n1-c1ccc(C)cc1,-6.7,-4.7,1.3,0.2,10.3,-0.1,-0.7,-1.4,2.0
O=C(NCCN1C(=O)S/C(=C\c2ccccc2F)C1=O)C1CCN(S(=O)(=O)c2cccs2)CC1,4.8,-1.2,24.9,-63.8,-5.2,3.7,0.3,1.6,1.0
Cc1cccc(C2c3[nH]c4ccccc4c3CCN2Cc2cccn2-c2ncccn2)c1 (stereo not drawn),5.7,0.8,-5.5,2.9,-8.1,9.9,2.9,-0.4,0.0
Cc1cc(C)c2[nH]c(=O)c(CN(CC3CCCO3)S(=O)(=O)c3ccc4c(c3)OCCO4)cc2c1 (stereo not drawn),-24.8&4.4,0.0,1.8,15.0,2.0,-1.3,5.5,0.2,0.0
COCCNC(C)C(=O)Nc1ccc(Br)cc1 (stereo not drawn),3.0,-11.9,-0.2,2.9,-12.1,4.4,0.7,10.4,0.0
CCOc1cc(/C=N/NC(=O)CN(CCc2ccccc2)S(=O)(=O)c2ccc(NC(C)=O)cc2)ccc1O,-24.1,-11.8,-5.3,4.2,-9.9,-3.8,1.6,0.1,0.0
COc1ccc(NC(=O)C2CCCN2C(=O)OCc2ccccc2)cc1 (stereo not drawn),-4.2,-4.6,1.6,11.3,1.5,-7.2,-3.2,2.2,1.0
O=C(Nc1nccs1)c1ccc(Br)cc1,2.7,-5.1,1.4,11.7,-0.9,2.9,1.8,2.4,0.0
CN(Cc1ccccc1)C(=S)NC(=O)c1cccs1,5.8,-6.8,1.2,-14.0,0.6,-1.4,2.5,-0.6,0.0
CCCC(C(=O)NC(C)(C)C)N(Cc1ccccc1Cl)C(=O)c1snc(C(N)=O)c1N (stereo not drawn),-0.8,-4.9,-9.6,-11.6,-4.0,7.5,-1.8,4.4,5.0
Cc1ccc2[nH]c(C)c(CCN(Cc3cccnc3)C(=S)NC(C)(C)C)c2c1,9.5,4.0,-2.2,-0.4,9.2,-0.6,0.2,-2.4,0.0
O=C(CSc1nnc(-c2cc(-c3cccs3)nc3ccccc23)o1)NC1CCCCC1,0.6,-2.9,10.3,9.8,-0.5,0.1,0.7,3.7,0.0
COc1ccc(/C=C/C(=O)Nc2cccc(S(=O)(=O)N3CCCC3)c2)cc1OC,-9.5,8.1,4.3,1.8,2.3,-4.4,1.6,0.8,35.0
O=C(CN1CCOCC1)Nc1ccc([N+](=O)[O-])cc1,5.5,0.4,-0.9,-1.0,-3.3,-4.3,2.5,1.3,0.0
CN(C(=O)CSc1nnc(-c2cccs2)o1)C1CCS(=O)(=O)C1 (stereo not drawn),-10.5,2.6,-4.5,1.8,0.8,-1.8,3.0,0.1,0.0
COc1ccc(S(=O)(=O)N(C)C[C@H]2Oc3ccc(NC(=O)Cc4cn(C)c5ccccc45)cc3C(=O)N([C@@H](C)CO)C[C@@H]2C)cc1,-20.2,3.9,.,-3.8,1.5,.,.,.,0.0
CCc1c(C(=O)NNC(=S)NCC(C)C)csc1C,-8.6,-6.1,-2.0,-0.6,-4.2,-4.3,1.0,0.9,1.0
O=C(NCCCCCCNC(=O)N1CCCCCC1)N1CCCCCC1,-0.7,-1.1,2.2,-5.6,3.0,-5.1,-1.9,-2.7,8.0
Cc1ccc2nc(-c3cccnc3)c(NC3CCCCC3)n2c1,-2.6,-6.2,-10.2,3.6,-5.3,-0.1,-0.3,5.2,4.0
COc1ccc(Cl)cc1NC(=O)Cn1cccc1,-6.9,12.5,-0.1,11.5,-5.2,-2.0,1.0,1.4,1.0

# Full records, quoted from the list.
# Results for CCc1c(C(=O)NNC(=S)NCC(C)C)csc1C = GASC-1 inh: -8.6; procasp3 activ: -6.1; HCV core dimer: -2.0; VLA-4 inh: -0.6; procasp7 counter: -4.2; PP1 inh: -4.3; PP5 primary: 1.0; Fh CTSL1 inh: 0.9; GRK2 inh: 1.0
# Results for CN(C(=O)CSc1nnc(-c2cccs2)o1)C1CCS(=O)(=O)C1 (stereo not drawn) = GASC-1 inh: -10.5; procasp3 activ: 2.6; HCV core dimer: -4.5; VLA-4 inh: 1.8; procasp7 counter: 0.8; PP1 inh: -1.8; PP5 primary: 3.0; Fh CTSL1 inh: 0.1; GRK2 inh: 0.0
